Assay outcomes (PubChem BioAssay)
USP1 inh: blocks the human USP1/UAF1 deubiquitinase complex; O94782; recombinant USP1/UAF1, Ub-Rhodamine cleavage fluorescence; Potency, µM (top dose mostly 57.1 µM), inactives show top-dose activity change, negative = inhibition, actives largely listed as inhibitors; hit rate 0.23% among 390,000; also: potency is read from the fitted curve at half-maximal effect; % is scaled to controls: 0 for no effect and ±100 for the full control effect; nearly all actives have a fitted effect of over 60% in size; inactives centre near -12
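In this screen, compounds sit with the deubiquitinase complex (1nM) for 15 min at room temperature before Ub-Rho is added at 150nM final. Fluorescence rise is then followed for 6 reads every 60 seconds.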
D2 agonist: activates the human D2 dopamine receptor. HEK293 T-REx D2 cells, calcium flux agonist mode. activation, % at 2 µM. hit rate 0.53% among 340,000;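 active = activation over 3 SD above normal in the single-dose calcium agonist read, cut at about 30% in these data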; also: 0% is about no effect
Target sequence (P14416 whole entry, looked up): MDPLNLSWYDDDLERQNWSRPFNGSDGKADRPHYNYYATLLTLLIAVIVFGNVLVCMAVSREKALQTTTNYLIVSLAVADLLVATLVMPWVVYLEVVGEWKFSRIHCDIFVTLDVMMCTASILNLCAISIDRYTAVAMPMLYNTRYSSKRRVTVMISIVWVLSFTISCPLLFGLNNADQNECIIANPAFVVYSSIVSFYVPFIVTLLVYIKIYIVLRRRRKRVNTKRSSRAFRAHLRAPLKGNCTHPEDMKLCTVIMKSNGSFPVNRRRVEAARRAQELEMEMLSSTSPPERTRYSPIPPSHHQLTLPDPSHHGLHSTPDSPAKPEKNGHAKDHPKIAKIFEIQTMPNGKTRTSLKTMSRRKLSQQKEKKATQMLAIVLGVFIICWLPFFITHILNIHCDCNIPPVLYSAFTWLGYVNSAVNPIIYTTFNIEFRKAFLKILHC
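In this primary screen, compounds producing a positive calcium signal within 180 s of addition to tetracycline-induced, force-coupled HEK293 Trex D2 cells are flagged; cells are dye-loaded with a no-wash calcium kit beforehand.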
Pin1 inhibitor: blocks the human prolyl isomerase Pin1; hit rate 0.009% among 390,000; Potency, µM (doses to about 115 µM), for the others: at the top dose activity, negative = inhibition, usual class: inhibitors; Pin1 FP peptide displacement, HiFluor488, 10 min; AID 504891; active = well fitted inhibition curve with a large enough effect in the polarisation, with a control signal flat, not every such curve was filed as active; inconclusive = small, poorly fitted or top-dose-only effect, or effect the other way, or a change in a side signal; inactive = no such curve, though single readings can be large or run the other way; the % refers to the polarisation; also: potency is read from the fitted curve at half-maximal effect; % is scaled to controls: 0 for no effect and ±100 for the full control effect
Target sequence (Q13526 whole entry, looked up): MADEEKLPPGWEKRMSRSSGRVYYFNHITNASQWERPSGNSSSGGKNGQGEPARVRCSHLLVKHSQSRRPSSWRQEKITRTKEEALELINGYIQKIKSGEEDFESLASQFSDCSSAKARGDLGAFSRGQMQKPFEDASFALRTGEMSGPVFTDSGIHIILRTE
TrxR1 substrate: rat thioredoxin reductase 1 substrate activity; purified TrxR1 substrate turnover, NADPH consumption readout; Potency, µM (titrated, usually from 114 µM), for inactives: top-dose activity change, negative = substrate turnover; hit rate 0.01% among 390,000; AID 588456; also: potency is read from the fitted curve at half-maximal effect; % is scaled to controls: 0 for no effect and ±100 for the full control effect; nearly all actives have a fitted effect of over 50% in size
Target sequence (O89049 whole entry, looked up): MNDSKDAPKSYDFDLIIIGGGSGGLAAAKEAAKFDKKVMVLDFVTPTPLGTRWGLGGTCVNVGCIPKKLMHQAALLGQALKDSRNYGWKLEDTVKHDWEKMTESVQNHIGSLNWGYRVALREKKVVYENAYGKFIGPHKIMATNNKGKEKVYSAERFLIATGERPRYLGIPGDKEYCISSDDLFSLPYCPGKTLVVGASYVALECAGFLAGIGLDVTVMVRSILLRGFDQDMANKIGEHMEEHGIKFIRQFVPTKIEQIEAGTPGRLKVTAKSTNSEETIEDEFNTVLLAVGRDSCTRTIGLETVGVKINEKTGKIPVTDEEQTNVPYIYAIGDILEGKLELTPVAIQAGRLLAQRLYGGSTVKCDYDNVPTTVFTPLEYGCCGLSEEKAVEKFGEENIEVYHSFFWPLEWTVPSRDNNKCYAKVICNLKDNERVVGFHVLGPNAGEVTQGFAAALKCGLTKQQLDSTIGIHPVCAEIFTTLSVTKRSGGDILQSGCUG
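Rat TrxR1, dispensed at 90 nM, was prereduced with 400 uM NADPH (final) for 5 min at ~22 deg C, then incubated with compound 15 min before 400 uM selenite. A first-read NADPH fluorescence drop versus no-compound background flagged substrates.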
TRHR ag: TRH receptor (human) agonism. P34981. TRHR cells, calcium flux fluo-8, FDSS agonist mode. activation, % at 2 µM. hit rate 0.18% among 360,000; in the data active = activation above about 30%; also: 0% is about no effect
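Fluo-8-loaded TRHR cells; 10 s baseline, compound added, kinetic Ca2+ fluorescence read 1/s, agonist mode.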
D2 antagonist: antagonizes the human D2 dopamine receptor | P14416 | HEK293 TREx D2 cells, calcium flux, dopamine EC80 | inhibition, % at 10 µM | hit rate 2% among 340,000 | AID 485344; in the data active = inhibition above about 30%; also: 0% is about no effect
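Antagonism is scored as inhibition of an EC80 dopamine-evoked calcium signal in a force-coupled, tetracycline-inducible HEK293 T-REx D2 line, with compound present 180 s before agonist.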
rTrxR1 inhibitor: rat TrxR1 inhibition; AID 588453; Potency, µM (doses to about 114 µM), for inactives: at the highest dose activity change, negative = inhibition, actives largely listed as inhibitors; O89049; hit rate 1% among 390,000; recombinant rTrxR1, NADPH fluorescence consumption, selenite substrate; also: potency is read from the fitted curve at half-maximal effect; % is scaled to controls: 0 for no effect and ±100 for the full control effect; nearly all actives have a fitted effect of over 65% in size
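Rat TrxR1 (90 nM in the dispensed reagent) was pre-reduced with 400 uM NADPH for 5 min at room temperature, then incubated with compound for 15 min. After 400 uM selenite was added, NADPH fluorescence (Ex 340/Em 450 nm) was followed for 8 min.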
TRHR PAM: allosterically enhances the human TRH receptor. TRHR cells, fluo-8 calcium fluorescence, EC20 TRH enhancement. hit rate 0.66% among 360,000. enhancement, % at 2 µM. AID 493056. P34981; in the data active = enhancement above about 30%; also: 0% is about no effect
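TRHR-expressing cells loaded with fluo-8 calcium dye were read kinetically (ex 480/em 530) during compound addition, then stimulated with an EC20 of TRH (10 nM final). Enhancement of the Gq-mediated intracellular calcium response was scored.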
mIDH1 inhibitor: inhibitors of human mutant IDH1 R132H | hit rate 0.093% among 390,000 | IDH1-R132H enzyme, NADPH consumption, diaphorase/resazurin fluorescence | Potency, µM (top dose mostly 76.6 µM), for the others: top-dose activity change, negative = inhibition, actives largely listed as inhibitors; also: potency is read from the fitted curve at half-maximal effect; % is scaled to controls: 0 for no effect and ±100 for the full control effect; nearly all actives have a fitted effect of over 65% in size
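IDH1-R132H (0.5 ug/mL dispensed) in pH 7.5 Tris buffer was preincubated 30 min with compound, then given a substrate mix of 0.016 mM NADPH and 2 mM alpha-KG for 80 min at room temperature; remaining NADPH was read by diaphorase/resazurin fluorescence.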
Numbers without * were called inactive; ? = inconclusive; . = no result given; [ ] = dose if it differs, or a comment. Unless noted, calls follow the shape of the dose curve; as a rule, active = well fitted inhibition curve with a large enough effect; inconclusive = small, poorly fitted or top-dose-only effect; inactive = no such curve, though single readings can be large or run the other way. Some of the compounds tested. The share of hits here may be higher or lower than overall.

smiles	Pin1 inhibitor	TRHR PAM	mIDH1 inhibitor	USP1 inh	rTrxR1 inhibitor	D2 antagonist	D2 agonist	TRHR ag	TrxR1 substrate
NS(=O)(=O)c1cccc(NC(=O)c2ccc3nc[nH]c3c2)c1	2%	13	-2%	-7%	5%[57.1 µM]	-2	0.0	0.5	5%[57.1 µM]
N#C/C(=C/c1cn(CC(=O)O)c2ccccc12)C(=O)Nc1ccccc1	2%	0	-2%	?	27%[57.1 µM]	23	-0.2	1.3	9%[57.1 µM]
O=C1CN=C(Nc2ccc(Cl)cc2)N1c1ccccc1	4%	-21	11%	-1%	-2%	20	-0.5	-0.6	1%
CCc1ccc(NC(=O)NCCN2CCN(c3ccc(OC)cc3)CC2)cc1	4%	-1	2%	-21%	21%	10	0.9	-1.1	3%
Clc1ccc(OCCSc2ncccn2)c2ccccc12	?	5	2%	-18%	7%	-8	0.2	1.1	-3%
CC(C)NCc1nnc(-c2ccccc2Cl)o1	2%	-1	-7%	-2%	22%	-18	1.0	0.7	8%
CC(C)c1ccc(S(=O)(=O)c2cnc(SCC(=O)Nc3ccc(F)cc3F)nc2N)cc1	3%	8	-4%	-25%	14%	.	-0.2	0.7	-4%
CCc1ccc(C(=O)OCC(=O)Nc2cccc(S(=O)(=O)NC3=NCCCCC3)c2)cc1	-1%	9	-1%	-14%	-3%	18	-0.1	0.4	-4%
Cc1ccc(C(=O)O)cc1[N+](=O)[O-]	-1%	-5	1%	-23%	15%	-3	0.2	0.0	9%
S=c1[nH]nc(-c2cc(-c3ccccc3)n[nH]2)n1/N=C/c1ccc(Cl)cc1	?	-3	-30%	-8%	-8%	14	0.3	-0.2	10%
Cc1ccc(S(=O)(=O)n2ccc3cccnc32)cc1	1%	-2	1%	-18%	10%	37*	0.6	0.0	3%
COc1ccc([N+](=O)[O-])cc1N(CC(O)CN1C(=O)NC(C)(C)C1=O)S(=O)(=O)c1ccccc1 (stereo unspecified)	-8%	6	-8%	-8%	13%	-3	0.2	0.5	0%
Cc1cc(F)ccc1S(=O)(=O)Nc1ccc2c(c1)CCCN2C(=O)c1cccs1	-4%	-3	-14%	-13%	12%[57.1 µM]	.	0.0	-0.6	6%[57.1 µM]
CC12CCC(C(NC(=S)NN)C1=O)C2(C)C (stereo unspecified)	-9%	.	1%	?	-25%	.	.	.	3%
Cc1nn2c3ccccc3n(CCN3CCCCC3)c2nc1=O	1%	-4	4%	-2%	1%	2	0.3	-0.1	57%[activator]
Cc1ccccc1CNC(=O)C(C)n1nc(C)n2c(cc3occc32)c1=O (stereo unspecified)	-1%	-5	.	-19%	5%	.	.	0.1	0%
COc1ccccc1NC(=O)c1c([N+](=O)[O-])cnn1C	2%	1	-4%	3%	36%	5	0.2	-0.2	5%
O=C(/C=C(\O)c1ccccc1)C(=O)NNC(=O)c1ccccc1[N+](=O)[O-]	-14%	1	17%	-12%	8%	2	0.3	0.0	4%
Cn1c(SC2=CS(=O)(=O)c3ccccc32)nc2ccccc21	2%	-2	7%	-21%	-9%[57.1 µM]	-9	-0.1	-0.3	-6%[57.1 µM]
O=C(O)CC(NC(=O)C1CCCCC1)c1cc([N+](=O)[O-])ccc1Cl (stereo unspecified)	6%	1	12%	-22%	0%	-14	0.3	0.4	-5%
CCc1ccccc1NC(=O)c1cccs1	-6%	-4	4%	-13%	-9%	-16	0.1	0.1	-9%
CN(Cc1nc2ccc(F)cc2[nH]1)C(=O)C1CCC(=O)N(C2CC2)C1 (stereo unspecified)	-6%	1	5%	-12%	-16%	-15	-0.1	0.1	-9%
Cc1n[nH]c(C)c1CCc1nc2c3ccccc3nc(SCC(N)=O)n2n1	-3%	33*	-7%	-1%	6%	3	-1.7	0.2	0%
CC(C)(C)C1CCC(=NNC(=O)C(=O)NCc2cccnc2)CC1 (stereo unspecified)	-5%	1	-8%	-13%	25%	0	0.3	-1.8	1%
O=C(c1ccccc1)N(Cc1cccs1)C1CCS(=O)(=O)C1 (stereo unspecified)	-4%	-1	5%	7%	12%	14	-0.1	-0.1	8%

The results go on.
smiles	Pin1 inhibitor	TRHR PAM	mIDH1 inhibitor	USP1 inh	rTrxR1 inhibitor	D2 antagonist	D2 agonist	TRHR ag	TrxR1 substrate
CCOc1cc(/C=N/O)ccc1OCc1ccc([N+](=O)[O-])cc1	2%	-4	16%	-13%	4%	4	3.3	-0.2	-3%
Cc1ccc(-c2nc3cc(Cl)ccc3o2)cc1NC(=O)COc1ccc(F)cc1	-7%	-3	.	-22%	21%	.	1.0	0.1	0%
COc1cc2c(cc1NC(=O)CSc1nc3ccccc3[nH]1)oc1ccccc12	2%	2	7%	-11%	-12%[57.1 µM]	5	0.3	0.3	5%[57.1 µM]
O=c1[nH]ncc(N2CCCCCC2)c1Cl	2%	11	3%	-22%	13%[57.1 µM]	-6	-0.1	0.8	3%[57.1 µM]
Cc1nn2cnnc2c(C)c1Cc1c(F)cccc1Cl	1%	-3	4%	-17%	21%[57.1 µM]	-7	-0.8	-0.9	15%[57.1 µM]
COc1ccc(CCNC(=O)CCCn2c(=O)c3ccccc3n(CC(=O)Nc3ccc(C)cc3Cl)c2=O)cc1OC	41%[activator]	1	11%	-25%	12%	.	-0.8	-1.4	3%
Cc1c(Cl)cccc1NC(=O)NCc1ccc(F)cc1	0%	7	-7%	0%	13%	-5	0.5	0.3	-1%
O=C(Nc1cnccn1)c1csc2ccccc12	-1%	-3	0%	-16%	6%	16	4.0	-1.0	1%
O=C(COc1ccc(F)cc1)N1CCCCCCC1	-7%	-6	3%	-17%	22%	-6	0.8	0.7	5%
COc1ccc(C)cc1NC(=O)c1ccccc1NS(=O)(=O)c1cccc2cccnc12	-8%	-3	1%	-1%	-8%	-1	5.8	1.7	-11%
COc1ccc2oc(C)c(C(N)=O)c2c1	-14%	-2	8%	-7%	10%	13	-1.6	0.5	-1%
COc1ccc(N2CCN(C(CNC(=O)C(=O)NCc3cccnc3)c3ccco3)CC2)cc1 (stereo unspecified)	3%	-1	1%	-26%	19%	13	1.1	0.4	8%
COc1ccc(OC)c(CN(CCCN2CCOCC2)S(=O)(=O)c2ccc(NC(C)=O)cc2)c1	0%	2	-4%	-13%	-7%	14	0.2	0.3	-4%
O=C(C1CCCC1)N1CCN(S(=O)(=O)c2ccc(Cl)cc2)CC1	1%	3	0%	-24%	19%	-18	-0.9	0.1	5%
Cc1cc(C)c(C#N)c(SCC(=O)c2ccccc2)n1	-1%	-2	15%	-17%	5%	-5	-1.1	-2.0	2%
CC(=O)c1ccc(NC(=O)Cn2cnc(S(=O)(=O)N3CCCCC3)c2)cc1	5%	-8	17%	-8%	22%	-1	1.4	0.5	1%
Cc1nn(-c2ccc(F)cc2)c(-n2cccc2)c1C(=O)N1CCN(C(=O)c2ccco2)CC1	-3%	-2	1%	-19%	5%	-19	-0.3	-0.6	6%
COC(=O)c1sccc1NC(=O)c1ccccc1Br	-1%	.	7%	-17%	22%	.	.	.	0%
C/C(=N/NC(=O)c1ccc(C)s1)c1cccnc1	3%	7	-5%	-4%	-23%	-5	-0.7	-0.5	-13%
COc1cc(OC)c(OC)cc1/C=N/NC(=O)c1ccc2nc[nH]c2c1	-6%	5	-4%	-13%	-3%	-24	-1.1	-1.3	-5%
COc1cccc(CC2(CO)CCCN(Cc3cn[nH]c3-c3ccc(F)cc3)C2)c1 (stereo unspecified)	0%	4	9%	-3%	14%[57.1 µM]	23	0.2	1.7	10%
O=C(OCC(=O)N1CCCC1)c1ccc(S(=O)(=O)N2CCOCC2)cc1	-6%	4	-5%	-21%	5%[57.1 µM]	10	3.1	2.3	-2%[57.1 µM]
Cc1nc2nc(SCC(=O)NCCc3ccc(Cl)cc3)nn2c(C)c1Cc1c(F)cccc1Cl	-6%	2	-14%	?	18%[57.1 µM]	.	-0.2	-0.8	1%[57.1 µM]
Cc1nn(-c2ccccc2)c(C)c1NC(=O)COc1cc(F)ccc1[N+](=O)[O-]	2%	.	6%	-22%	13%	.	.	.	2%
CCN(CC)S(=O)(=O)c1ccc(-c2nnc(SCc3nnc(-c4ccc(C)cc4)o3)n2CC)cc1	-7%	0	2%	-16%	2%	-6	1.1	-0.9	-4%

Additional compounds:
smiles	Pin1 inhibitor	TRHR PAM	mIDH1 inhibitor	USP1 inh	rTrxR1 inhibitor	D2 antagonist	D2 agonist	TRHR ag	TrxR1 substrate
Cc1ccc(NC(=O)CCC(=O)N/N=C/c2ccc(O)cc2)cc1	-1%	1	6%	-26%	-24%	-25	0.4	0.2	-13%
Cc1ccc(NC(=O)CSCC(=O)Nc2ccccc2C(=O)NC2CC2)cc1	15%	2	0%	-20%	13%	-2	0.2	-0.1	2%
CCOC(=O)C1=C(CC)Nc2ccccc2N/C1=N\S(=O)(=O)c1ccc(C(=O)OCC)cc1	-6%	-4	12%	-13%	-12%	-19	-0.2	-0.7	-8%
O=C(CCSc1nc(-c2ccc3c(c2)OCO3)cc(C(F)(F)F)n1)NCc1ccco1	2%	2	9%	-15%	15%	-12	0.2	0.8	40%[activator]
CCC1(c2ccccc2)NC(=O)N(CC(=O)Nc2cccc(S(=O)(=O)N3CCCCC3)c2)C1=O (stereo unspecified)	6%	-2	4%	-14%	6%	5	0.2	0.1	-7%[57.1 µM]

TRHR PAM: what is marked active above
Structure	Pin1 inhibitor	TRHR PAM	mIDH1 inhibitor	USP1 inh	rTrxR1 inhibitor	D2 antagonist	TRHR ag	TrxR1 substrate
Cc1n[nH]c(C)c1CCc1nc2c3ccccc3nc(SCC(N)=O)n2n1	-3%	33*	-7%	-1%	6%	3	0.2	0%

Molecules above containing a cyano group (two):
smiles	Pin1 inhibitor	TRHR PAM	mIDH1 inhibitor	USP1 inh	rTrxR1 inhibitor	D2 antagonist	D2 agonist	TRHR ag	TrxR1 substrate
N#C/C(=C/c1cn(CC(=O)O)c2ccccc12)C(=O)Nc1ccccc1	2%	0	-2%	?	27%[57.1 µM]	23	-0.2	1.3	9%[57.1 µM]
Cc1cc(C)c(C#N)c(SCC(=O)c2ccccc2)n1	-1%	-2	15%	-17%	5%	-5	-1.1	-2.0	2%
